aSyn 5UTR inh: MLPCN primary screen, SNCA 5' untranslated region | alpha-synuclein 5'UTR reporter, inhibitor activity | inhibition, % (tested at 7.5 µM) | 300,000 compounds, 0.82% hits; in the data active = inhibition above about 60%; inconclusive = no clear call, values can overlap the other calls;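 note: H4 neuroglioblastoma cells stably carrying SNCA 5'UTR luciferase fusion; 0% = DMSO wells and 100% = positive control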
AI-2 QS modul: modulates the Vibrio harveyi AI-2 quorum sensing system; activity change, % at 7.5 µM; AID 2094; 300,000 compounds, 0.4% hits; Vibrio harveyi JMH597 AI-2 luminescence/OD600 ratio, 9 h; active compounds read low; strain lacks LuxN and CqsS sensors; 0 = neutral-control median; in the data active = activity change below about -75%, passing the limit was not always enough; inconclusive = no clear call, values can overlap the other calls;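 note: luminescence divided by OD600 gain over 9 h not by final OD600 alone; inactives centre near 13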
IEC-6 cytotox: kills IEC-6 intestinal cells in KLF5 counter-screen. IEC-6 cytotoxicity, luminescence viability. inhibition, % at 5 µM. 290,000 compounds, 0.78% hits; in the data active = inhibition above about 22%;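 note: 0% = plate median of test compound wells and 100% = cytotoxic reference compound wells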
PolyA inh: yeast polyadenylation inhibition; S. cerevisiae SKY197-pL101 polyadenylation reporter, beta-gal luminescence; efflux-impaired pdr1/pdr3 knockout yeast; score 100 = 6 SD above DMSO; calls only at 12 µM; 300,000 compounds, 0.02% hits; AID 1875;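 active = lowest replicate activity score at least 50, where 100 means six control SD above control mean; inconclusive = lowest score under 50 but half or more replicates reach 50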;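 note: yeast exposed to compound for 9 h at 30 °C; higher score means more reporter readthrough which indicates perturbed polyadenylation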
KLF5 inhibitor: kruppel-like factor 5 inhibition; 290,000 compounds, 0.23% hits; AID 1700; inhibition, % at 5 µM; DLD-1 KLF5 promoter-luciferase reporter, luminescence;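 active = inhibition above a per-plate limit of that plate's mean compound inhibition plus 3 SD, cut at about 60% in these data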;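 note: 0% = DMSO wells and 100% = LY294002 at 200 µM; higher means less KLF5 promoter-driven luciferase light; inactives centre near -14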
GSK3A inh: blocks human GSK-3 alpha kinase; P49840; ADP-Glo luminescence, 60 min; inhibition, % at 10 µM; 320,000 compounds, 0.1% hits;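 in the data active = inhibition above about 50%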;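 note: GST-tagged GSK-3 alpha with peptide substrate and 25 µM ATP; 0% = DMSO neutral wells and 100% = GW8510 positive control wells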
Target sequence (P49840 whole entry, looked up): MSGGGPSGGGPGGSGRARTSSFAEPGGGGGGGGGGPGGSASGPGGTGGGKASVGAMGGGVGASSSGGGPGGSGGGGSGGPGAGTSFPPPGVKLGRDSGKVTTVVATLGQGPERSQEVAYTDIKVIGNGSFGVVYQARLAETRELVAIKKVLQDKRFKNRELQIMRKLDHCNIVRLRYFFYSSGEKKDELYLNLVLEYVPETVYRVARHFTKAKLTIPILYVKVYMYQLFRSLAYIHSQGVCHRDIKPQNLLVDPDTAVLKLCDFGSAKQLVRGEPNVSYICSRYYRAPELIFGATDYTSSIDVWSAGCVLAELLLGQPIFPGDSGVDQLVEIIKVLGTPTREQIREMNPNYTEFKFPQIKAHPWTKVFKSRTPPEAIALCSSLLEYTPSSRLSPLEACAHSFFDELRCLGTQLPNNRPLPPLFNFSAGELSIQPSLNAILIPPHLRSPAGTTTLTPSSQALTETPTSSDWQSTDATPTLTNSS
GSK3B inh: inhibitors of human GSK3beta kinase; activity score (negative = inhibition), % at 10 µM; AID 2097; 300,000 compounds, 0.038% hits; GST-GSK3beta kinase, ADP-Glo luminescence, 60 min; active compounds read low; P49841;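 active = more than half of replicate wells score below -50%, meaning over 50% inhibition versus plate controls; inconclusive = some replicates but at most half score below -50%; inactive = no replicate scores below -50%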;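 note: 0% = median DMSO wells and -100% = median GW8510 positive control wells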
Target sequence (P49841 whole entry, looked up): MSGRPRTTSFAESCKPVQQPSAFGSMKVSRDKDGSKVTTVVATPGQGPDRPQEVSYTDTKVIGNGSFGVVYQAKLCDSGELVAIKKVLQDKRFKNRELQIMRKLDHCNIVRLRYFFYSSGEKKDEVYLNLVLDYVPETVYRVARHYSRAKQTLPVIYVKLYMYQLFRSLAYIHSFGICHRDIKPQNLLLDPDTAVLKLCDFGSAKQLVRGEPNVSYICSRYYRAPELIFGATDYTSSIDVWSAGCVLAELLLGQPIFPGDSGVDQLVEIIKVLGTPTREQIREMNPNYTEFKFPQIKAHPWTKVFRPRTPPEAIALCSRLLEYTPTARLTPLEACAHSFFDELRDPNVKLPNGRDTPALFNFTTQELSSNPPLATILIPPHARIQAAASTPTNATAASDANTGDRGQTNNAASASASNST
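Assay system: GST-tagged human GSK3beta kinase, cell-free; Input: 1.6 ng GSK3beta; Medium: Tris/MgCl2 kinase buffer; Timing: 60 min enzyme reaction, room temperature; Signal: ADP-Glo luminescence quantifying ADP generated by kinase; Evaluation: score relative to plate controls; Benchmarks: DMSO neutral wells and GW8510 at 20 µM as positive.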
HSP90 refold inh: HSP90 refolding inhibition in rabbit reticulocyte lysate; luciferase refolding luminescence, 3 h; inhibition, % at 5.6 µM; 290,000 compounds, 0.91% hits; AID 1789;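 active = inhibition above the screen-wide mean plus 3 SD, computed separately per campaign, cut at about 16% in these data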;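 note: 0% = DMSO wells and 100% = 60 µM geldanamycin wells; inhibitors lower the luminescence because luciferase stays unfolded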
HSF1 activator: increases HSF-1 driven luciferase reporter signal; NIH3T3-HGL HSF-1 luciferase reporter, MG132, 8 h; 100% = twice DMSO control signal; activation, % at 9 µM; 300,000 compounds, 1.7% hits; AID 504408;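 active = mean replicate activation of at least 50% with a set share of replicates each reaching 50%; inconclusive = only one of those two conditions met; inactive = mean below 50% and too few replicates reaching it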;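 note: 0% = median of the neutral control wells and 100% = twice that signal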
HSF1 inhib: HSF1 inhibition; NIH3T3-HGL HSE-luciferase, MG132-induced, luminescence 8 h; active compounds read low; 300,000 compounds, 0.77% hits; activity change, negative = inhibition, % at 7.5 µM (by protocol);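 active = more than half of replicate wells show activity change below -50%, luminescence cut by over half; inconclusive = some wells, but at most half, below -50%; inactive = no replicate well below -50%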;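 note: luciferase reports HSF-1 transcriptional activity via heat shock element; 0% = median of DMSO wells and -100% = zero luminescence signal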
Starred values were filed as active, the others as inactive; i = inactive; ? = inconclusive; . = not tested or not shown. These rows are one share of the data. The share of hits here may be higher or lower than overall.

Results follow in this order: aSyn 5UTR inh	AI-2 QS modul	IEC-6 cytotox	PolyA inh	KLF5 inhibitor	GSK3A inh	GSK3B inh	HSP90 refold inh	HSF1 activator	HSF1 inhib
O=C(c1cccc(C(F)(F)F)c1)C1CCCN(Cc2ccccc2O)C1 (stereo unspecified)
    -8	15	5	i	3	-1	3	2	0	4
Cc1ccccc1NC(=O)CCl
    -71	0	3	i	-18	-4	0	3	-2	-10
COc1ccccc1N(CC(=O)NC1CCCC1)C(=O)c1cnn(C(C)C)c1
    -19	16	-2	i	-11	0	1	-3	-1	-8
O=C1NC(=O)N(Cc2ccccc2)C(=O)/C1=C/c1cnc(-c2ccccc2)nc1
    -4	11	-1	i	-18	-1	2	1	3	-7
O=C1CC(=O)N(c2ccc(Cl)cc2Cl)C(=O)N1
    -6	9	2	i	15	-2	1	2	-7	-13
C[C@]12CC[C@@H](O)C[C@@H]1CC[C@@H]1[C@@H]2CC[C@]2(C)C(=O)CC[C@@H]12
    19	12	-6	i	19	1	4	-2	6	3
O=c1[nH]c(=O)n(Cc2ccccc2)c(O)c1/C=N/Nc1c(F)c(F)c(F)c(F)c1F
    -19	32	1	i	-10	-2	-1	-3	9	1
Cn1c(O)c(C=NC2CCCCCC2)c(=O)[nH]c1=S
    -59	-1	-2	i	-12	1	-5	2	8	-1
O=c1[nH]c(=O)n(Cc2ccco2)c(O)c1C=NCCCn1ccnc1
    -21	12	3	i	4	14	-1	3	3	-5
O=C(NCCN1CCOCC1)c1ccc(Cl)nc1
    -3	23	9	i	11	0	-3	1	-1	3
Cc1ccc(CN2CCN(Cc3ccccc3)CC2)cc1
    -17	14	4	i	1	-3	3	5	.	.
CC(=O)c1cn(CCCOc2ccccc2)c2ccccc12
    2	3	-1	i	9	-1	-3	3	0	1
CC(C(=O)O)N(C(=O)c1ccccc1)c1ccc(F)c(Cl)c1 (stereo unspecified)
    -5	-2	-1	i	-3	0	1	-2	22	4
COc1ccc2nc(/N=C/c3c(O)n(-c4cccc(Cl)c4)c(=O)[nH]c3=O)sc2c1
    -38	25	-2	i	-24	-1	5	1	0	5
CCC(=NCCCN1CCOCC1)c1c(O)n(-c2ccccc2C)c(=O)[nH]c1=O
    16	30	0	i	-10	1	0	0	-4	0
Clc1ccc(CN2CCNCC2)cc1
    -4	11	4	i	-21	-2	-2	-3	4	-7
O=c1c2ccccc2nc(-c2ccccc2)n1-n1cccc1
    22	26	2	i	-12	-7	-2	1	-3	-1
COc1ccc(Br)cc1CN1CCN(C(=O)Cc2ccccc2)CC1
    20	7	1	i	-14	-7	1	3	-4	5
O=C(Cc1ccccc1)OCC(=O)N1CCN(S(=O)(=O)c2ccc(Cl)cc2)CC1
    -3	39	.	i	.	-1	1	.	-9	-2
CN(C)C(=O)Oc1ccc2c(c1)O/C(=C\c1ccccc1)C2=O
    -101	5	7	i	-120	-2	-3	-1	-7	5
CC1CCCCC1NC1CCN(C)CC1 (stereo unspecified)
    -18	33	-2	i	-8	-2	-2	-3	-14	-2
CCCCCCn1c(O)c(C=NCCN2CCOCC2)c(=O)[nH]c1=O
    -9	18	8	i	-19	5	-12	4	12	18
CCN(CC)CCOC(=O)C(O)(c1ccccc1)c1ccccc1
    .	5	-4	.	-3	-5	.	0	.	.
Cc1cc(=O)n(-c2ccccc2)n1-c1ccccc1
    6	9	-4	i	-19	1	2	2	3	-7
Cc1cc(OCC(=O)N2CCCN(C)CC2)ccc1Cl
    -24	6	4	i	-34	0	-1	-1	9	-4
CCCC[N+]1(C)[C@@H]2CC(OC(=O)[C@H](CO)c3ccccc3)C[C@H]1[C@@H]1O[C@@H]12 (stereo partly specified)
    -10	10	-7	i	-1	0	5	0	14	2
COC(=O)Cn1cc(C=C2C(=O)N(C)C(=O)N(C)C2=O)c2ccccc21
    -4	14	-4	i	-12	2	2	-2	-5	-6
O=C1NC(=O)N(Cc2ccc(F)cc2)C(=O)/C1=C/c1cccs1
    6	5	-9	i	-13	-2	4	6	-11	8
CCC[C@H](N[C@@H](CCC)[C@H](O)c1ccccc1)[C@H](O)c1ccccc1
    15	12	.	i	.	-3	-3	.	-4	-9
O=C1Nc2cc(C(=O)N3CCC4(CC3)OCCO4)ccc2NC1CSCc1cccc(F)c1 (stereo unspecified)
    -17	7	-9	i	-20	10	0	3	-9	-3
CCOP(=O)(OCC)C(NC(=O)Cc1ccccc1)C(Cl)(Cl)Cl (stereo unspecified)
    1	9	-2	i	-11	-1	2	-2	-8	-5
O=c1[nH]c2ccccc2c(=O)n1-c1ccc(Cl)cc1Cl
    10	-1	-2	i	-28	3	-26	-1	-4	-8
[N-]=[N+]=NCc1cn2cccnc2n1
    0	16	3	i	-12	-2	-4	0	-14	-2
CC(=O)C1CCC2C3CCC4CC(O)CCC4(C)C3CCC12C (stereo unspecified)
    -3	25	.	i	.	-2	2	.	8	9
CNC(=O)c1cccn(Cc2ccc(C(F)(F)F)cc2)c1=O
    36	11	12	i	-27	0	2	3	25	15
COc1ccc(C(=O)NC(=S)N2C[C@H]3C[C@H](C2)c2cccc(=O)n2C3)cc1
    -8	-1	-2	i	-14	-1	0	2	-4	1
CC(C)(C)NC(=O)NC(=O)CN1CC=C(c2ccccc2)CC1
    0	12	0	.	-18	-7	-3	0	61*	12
Cc1ccc2nc(N3CCN(C)CC3)[nH]c2c1
    -96	32	-2	i	-77	0	5	-4	12	10
CCNC(=S)NCCC1=c2ccccc2=N/C1=C\c1c(O)n(C)c(=O)n(C)c1=O
    2	7	-1	i	-13	1	-1	-1	27	4
COCCCNC(=O)c1c(N)n(Cc2ccco2)c2nc3ccccc3nc12
    32	8	2	i	-30	6	-4	0	115*	81

Following part
molecule	aSyn 5UTR inh	AI-2 QS modul	IEC-6 cytotox	PolyA inh	KLF5 inhibitor	GSK3A inh	GSK3B inh	HSP90 refold inh	HSF1 activator	HSF1 inhib
CN(CCc1ccccc1)Cc1c[nH]c2ccccc12	-14	7	-2	i	12	-2	-1	1	0	8
CC(C)C12CN3CCN(CC(C3)C1O)C2 (stereo unspecified)	-8	.	3	i	7	-1	.	5	-10	-6
COc1cc(O)cc2c1C(=O)OC(C)CCCC(=O)CCC/C=C\2 (stereo unspecified)	7	19	3	i	-9	-2	-2	-3	107*	.
O=C(C[N+]12CCC(CC1)C(OC(=O)c1ccccc1)C2)c1ccc([N+](=O)[O-])cc1 (stereo unspecified)	-8	26	-3	i	-23	-2	-4	-4	0	-1
CNCC(=O)c1ccccc1	12	-4	.	i	.	2	-3	.	10	-5
CCCNc1nc(OC)nc(N2CC3CC(C2)c2cccc(=O)n2C3)n1 (stereo unspecified)	7	5	-3	i	-8	1	0	-5	4	9
O=C(O)C1CSC(c2cccnc2)N1 (stereo unspecified)	-2	15	-4	i	17	-3	2	5	4	-2
COC(=O)[C@@H](N)CCCN=C(N)N[N+](=O)[O-]	1	13	.	i	.	3	6	.	2	2
COc1cc2c(C(=O)N3CCN(C)CC3)c(C)n(C)c2cc1Br	-3	10	-1	i	-63	5	-2	0	0	-3
COc1cc(C(=O)OC2C[C@H]3CC[C@@H](C2)N3)ccc1O (stereo partly specified)	-5	12	0	i	3	6	-4	1	3	-4
Cn1cc([N+](=O)[O-])c(C(=O)Nc2ccc3c(C(F)(F)F)cc(=O)oc3c2)n1	15	24	7	i	-30	2	2	6	37	21
O=c1[nH]c(=O)n(CCC2=CCCCC2)c(O)c1/C=N/Nc1ccccc1	-14	9	-2	i	-21	-4	1	-1	?	7
CC1CCN(C(=O)C(C)Cl)CC1 (stereo unspecified)	3	8	-2	i	-47	0	0	-1	2	3
CC12CN3CC(C)(CN(C1)C3c1ccncc1)C2=O (stereo unspecified)	-6	7	-8	i	-11	1	1	2	14	3
CN1CCN(c2ccc([N+](=O)[O-])cc2Cl)CC1	-23	-3	1	i	-8	-2	4	-1	6	-2
CN1C(=O)N(C)C(=O)C2(Cc3ccccc3N3CCOCC32)C1=O (stereo unspecified)	-8	18	-2	i	-8	-2	2	2	9	-8
Cc1ccc(S(=O)(=O)N(c2cc(Cl)c(O)c(Cl)c2)P(=O)(OC(C)C)OC(C)C)cc1	-5	12	-4	i	-12	-2	4	3	-4	-1
O=C(Nc1ccc2ccccc2c1)N1C[C@H]2C[C@@H](C1)c1cccc(=O)n1C2	-9	-3	6	i	-30	-4	-1	1	18	7
FC(F)(F)c1ccccc1CCN1CCNCC1	-5	-8	9	i	-2	-2	2	4	-12	-1

Part of the list above, as labelled records:
> O=C(Nc1ccc2ccccc2c1)N1C[C@H]2C[C@@H](C1)c1cccc(=O)n1C2
  aSyn 5UTR inh: -9 | AI-2 QS modul: -3 | IEC-6 cytotox: 6 | PolyA inh: i | KLF5 inhibitor: -30 | GSK3A inh: -4 | GSK3B inh: -1 | HSP90 refold inh: 1 | HSF1 activator: 18 | HSF1 inhib: 7
> CN1C(=O)N(C)C(=O)C2(Cc3ccccc3N3CCOCC32)C1=O (stereo unspecified)
  aSyn 5UTR inh: -8 | AI-2 QS modul: 18 | IEC-6 cytotox: -2 | PolyA inh: i | KLF5 inhibitor: -8 | GSK3A inh: -2 | GSK3B inh: 2 | HSP90 refold inh: 2 | HSF1 activator: 9 | HSF1 inhib: -8
> COc1cc(C(=O)OC2C[C@H]3CC[C@@H](C2)N3)ccc1O (stereo partly specified)
  aSyn 5UTR inh: -5 | AI-2 QS modul: 12 | IEC-6 cytotox: 0 | PolyA inh: i | KLF5 inhibitor: 3 | GSK3A inh: 6 | GSK3B inh: -4 | HSP90 refold inh: 1 | HSF1 activator: 3 | HSF1 inhib: -4
> FC(F)(F)c1ccccc1CCN1CCNCC1
  aSyn 5UTR inh: -5 | AI-2 QS modul: -8 | IEC-6 cytotox: 9 | PolyA inh: i | KLF5 inhibitor: -2 | GSK3A inh: -2 | GSK3B inh: 2 | HSP90 refold inh: 4 | HSF1 activator: -12 | HSF1 inhib: -1
